Screening results deposited in PubChem BioAssay by several laboratories.
T cell modulator: modulators of CD8 T cell-vesicle binding, primary screen, mouse 2C CD8+ T cells, flow cytometry; 2C CD8+ T cell-vesicle binding; stronger effect = lower value; 0.068% of 330,000 active; AID 2052, 2009; calls only at 7 µM;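 active = response, share of CD8 T cells binding vesicles, and their 90th percentile fluorescence all below set limits, cut at about 80% in these data, passing the limit was not always enough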
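Incubation: binding step 1.5 h, 37 °C, antibody labelling 20 min, ice; system: murine 2C transgenic CD8+ T lymphocytes; technique: cytometric PE anti-B7-1 and Alexa647 anti-CD8 signals after 1% paraformaldehyde fixation; also added: QL9-charged Drosophila Ld/ICAM-1/B7-1 vesicles; control set: naked versus QL9-loaded vesicles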
Myeloid diff MLP: induction of myeloid progenitor differentiation, primary screen, cell-based, flow cytometry, MLPCN library | ER-HoxA9 myeloid progenitors, lysozyme-GFP differentiation | calls only at 10 µM | 1% of 360,000 active | AID 624256, 2012;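 active = normalized GFP-positive differentiation at or above the plate's own cutoff, the solvent-only control mean plus 3 SD; inconclusive = no clear call, values can overlap the other calls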;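 note: cells exposed to compound for four days before flow analysis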
Salmonella PhoP GFP: inhibitors of PhoP regulon expression, primary screen, Salmonella Typhimurium, GFP reporter (AID 1863); S. Typhimurium PhoP-regulated promoter GFP reporter, 4 h; higher % means a stronger effect; inhibition, % at 50 µM; hits with a dose series show IC50 in µM; 0.16% of 300,000 active;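 active = inhibition over 29.93%, a cutoff 3 SD above the screen mean, later confirmed by dose response; inconclusive = inhibition over 29.93% but no dose response follow-up; inactive = inhibition at most 29.93% or unconfirmed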;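 note: 0% = low Mg2+ inducing control and 100% = high Mg2+ repressing control; strong numbers were not always called active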
TNAP activators: human TNAP enzyme activators, primary screen, biochemical, luminescent, no phosphate acceptor, uHTS (AID 1001); Alkaline phosphatase, tissue-nonspecific isozyme (Homo sapiens); activation fold at 20 µM; hits with a dose series show EC50 in µM; purified TNAP, luminescent activation assay, no phosphate acceptor; higher activation fold means a stronger effect; 0.03% of 200,000 active; in the data active = activation fold from about 3, or a potency from the dose series; inactive = the rest, 99 in 100 with activation fold below about 1.6; note: many of its hits are not listed in these tables
NTR1 agonist: agonists of NTR1, primary screen, imaging, U2OS cells, beta-arrestin-GFP, high content (AID 493036). Neurotensin receptor type 1 (Homo sapiens), P30989. NTR1-U2OS beta-arrestin-GFP spot imaging, agonist mode. activation, % at 20 µM. 0.17% of 330,000 active;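 active = activation at or above 40% of the spot to cytoplasm intensity ratio, with at least 20 cells analyzed; inconclusive = wells under 20 cells, flagged as cytotoxic or low count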;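 note: 0% = DMSO without peptide and 100% = 100 nM NTR1 peptide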
Target sequence (P30989 whole entry, looked up): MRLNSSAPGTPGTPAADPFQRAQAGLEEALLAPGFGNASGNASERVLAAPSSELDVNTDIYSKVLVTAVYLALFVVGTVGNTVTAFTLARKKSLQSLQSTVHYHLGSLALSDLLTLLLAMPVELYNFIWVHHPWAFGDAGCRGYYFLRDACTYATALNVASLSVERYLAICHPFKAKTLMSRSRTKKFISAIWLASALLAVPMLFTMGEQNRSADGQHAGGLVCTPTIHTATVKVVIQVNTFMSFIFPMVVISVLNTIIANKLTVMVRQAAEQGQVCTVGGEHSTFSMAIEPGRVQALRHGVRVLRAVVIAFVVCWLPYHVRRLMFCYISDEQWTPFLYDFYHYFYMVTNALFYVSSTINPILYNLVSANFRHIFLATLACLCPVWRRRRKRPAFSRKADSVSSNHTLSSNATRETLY
UTI89 phage lysis: inhibition of K1F phage lysis, E. coli UTI89, bacterial capsule biogenesis inhibitors, alamar blue (AID 488966). one-dose inhibition, % at 100 µM; IC50 in µM for titrated hits. E. coli UTI89 K1F phage lysis, alamar blue, 2 h; higher % means a stronger effect. 0.02% of 340,000 active;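 active = phage lysis inhibition, versus mean bacterial control, above a set limit; inconclusive = no clear call, values can overlap the other calls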;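 note: capsule biogenesis inhibitors block K1F phage lysis so surviving cells raise fluorescence; higher fluorescence means more inhibition of phage lysis; actives were called in the ten point dose series up to 300 µM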
MgcRacGAP inhibition: MgcRacGAP GTPase-activating activity inhibitors, confirmation, biochemical, ADP Hunter fluorescence | AID 624330, 2012 | MgcRacGAP-stimulated Rac1 GTP hydrolysis, ADP Hunter fluorescence; higher % means a stronger effect; GST-tagged Rac1 F28L mutant substrate | Rac GTPase-activating protein 1 (Homo sapiens) | inhibition, % at 30 µM; hits with a dose series show IC50 in µM | 0.6% of 340,000 active;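 active = first-screen hits whose inhibition reached a set limit at any dose in the follow-up dose series; inconclusive = inhibition above the set first-screen limit but never retested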;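 note: fluorescence reports GDP produced by GAP-driven GTP hydrolysis; strong numbers were not always called active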
RSV CPE inhibition: RSV antiviral activity via CPE protection, HEp-2 cells, primary 10 µM value included (AID 2391); HEp-2 cells, RSV-induced CPE inhibition; higher % means a stronger effect; one-dose CPE inhibition, % at 10 µM; IC50 in µM for titrated hits; 0.13% of 310,000 active; in the data active = a potency from the dose series; inconclusive = CPE inhibition mostly from about 23% at the one dose, without a potency; inactive = the rest, 99 in 100 with CPE inhibition below about 21%; note: strong numbers were not always called active
SV40 large T antigen: SV40 large T antigen inhibitors, biochemical (AID 1903) | SV40 large T antigen ATPase/helicase inhibition assay; higher % means a stronger effect | inhibition, % at 20 µM, or IC50 in µM where a hit was titrated | 0.39% of 310,000 active; in the data active = a potency from the dose series; inconclusive = inhibition mostly from about 32% at the one dose, without a potency; inactive = the rest, 99 in 100 with inhibition below about 32%; note: strong numbers were not always called active
T cell modulator vesicle-bound %: recorded beside T cell modulator, whose call it bears; double positive events, %; measured here: CD8+ vesicle-bound cell fraction;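 binding gate set so that unloaded-vesicle control wells show 10% double positive cells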
NTR1 agonist cell count 20 µM: recorded beside NTR1 agonist, whose call it bears; cell count; measured here: cell count, cytotoxicity flag
Myeloid diff MLP GFP+ MAC1+ %: further read-out of Myeloid diff MLP, marked with its call; GFP+ MAC1+ double positive, %; measured here: differentiation confirmed by MAC1 staining
* hit, by the source's call; i = inactive; ? = inconclusive; . = no result given; [ ] = dose if it differs, or a comment.

SMILES	T cell modulator	T cell modulator vesicle-bound %	Myeloid diff MLP	Myeloid diff MLP GFP+ MAC1+ %	Salmonella PhoP GFP	TNAP activators	NTR1 agonist	NTR1 agonist cell count 20 µM	UTI89 phage lysis	MgcRacGAP inhibition	RSV CPE inhibition	SV40 large T antigen
CCc1nc(-c2ccccc2O)n(-c2ccccc2)n1	i	5.3	i	0.8	-3.6%	1	-1.4	90	0.9%	7.8%	1.2%	-0.4%
Cc1ccccc1NS(=O)(=O)c1ccc2c(c1)NC(=O)CCS2	i	50.9	?	.	-4.2%	.	1.1	56	2.7%	0.9%	-0.8%	11.3%
COc1ccccc1-c1noc(CSc2nc(C)cc(=O)[nH]2)n1	i	44.1	i	0.8	-8.0%	1.1	-0.7	41	-0.1%	1.8%	0.2%	16.4%
CCOC(=O)N1CCN(C(=O)/C(=C/c2ccc(OC)c(OC)c2)NC(=O)c2ccccc2)CC1	i	44.0	i	0.2	.	1	0.7	102	-1.1%	5.8%	-0.1%	.
O=C(CN1CCN(c2ccccc2)CC1)N1CCc2[nH]c3ccccc3c2C1	i	54.7	i	0.6	13.9%	1	0.5	59	1.1%	2.7%	1.8%	-6.5%
O=C(Nc1ccc(Cl)c(C(F)(F)F)c1)NC1CC2CCCC(C1)N2C1CC1 (stereo not given)	i	28.0	i	0.5	.	.	-5.1	85	4.1%	8.9%	19.3%	.
O=C1CSc2ccc(S(=O)(=O)NCc3ccccc3Cl)cc2N1	i	41.3	i	1.7	-6.5%	.	1.1	51	0.0%	9.4%	1.1%	7.7%
CC(C)C(=O)Nc1cccc(NC(=O)c2ccc([N+](=O)[O-])cc2Cl)c1	i	46.6	i	0.3	-8.1%	1.1	5.1	58	0.1%	0.0%	2.1%	13.1%
Cc1cc(C)n2cc(CSc3nnnn3-c3ccccc3)nc2n1	i	37.0	i	0.9	-0.1%	1.1	1.4	55	-0.7%	2.7%	1.6%	6.0%
O=C(Nc1nnc(SCc2ccc(F)cc2)s1)c1cccnc1Cl	i	33.0	i	0.5	2.7%	1.1	0.8	66	-0.1%	12.1%	2.5%	26.8%
COc1ccc2c(c1)CC(C(=O)Nc1ccc(Cl)cc1)/C(=N/O)O2 (stereo not given)	i	48.2	i	0.4	5.4%	.	0.5	80	0.0%[50 µM]	12.3%	2.6%	4.0%
CCOc1ccccc1N1CCN(CC(=O)Nc2nc(C)c(C(=O)N(C)C)s2)CC1	i	16.0	i	0.0	-7.9%	.	-0.6	44	0.3%[50 µM]	7.2%	1.9%	9.8%
N#CCC1c2ccccc2CCN1C(=O)Nc1ccc(Cl)cc1 (stereo not given)	i	43.7	i	1.3	43.2%	1.1	-0.3	47	0.8%	7.0%	3.0%	2.8%
Clc1ccc(/C=N/N2CCN(Cc3ccccc3)CC2)cc1	i	47.3	i	0.5	-0.5%	.	-0.3	67	0.1%	4.3%	8.8%	8.1%
COc1cccc(NC(=S)NC(C)c2ccc(OC)c(OC)c2)c1 (stereo not given)	i	30.8	i	0.8	3.6%	1.1	-1.0	38	-0.4%	-8.8%	3.2%	21.6%
O=C(COC(=O)c1cnccn1)NC1CCCc2ccccc21 (stereo not given)	i	41.7	i	0.5	.	.	-0.2	50	0.5%[50 µM]	2.3%	.	.
COc1ccc(CNC(=O)Nc2ccc(C)cc2)cc1	i	48.2	i	0.9	8.3%	1.1	-2.0	36	0.1%	12.1%	0.4%	2.8%
Cc1ccc2[nH]c3c(N4CCc5ccccc5C4)ncnc3c2c1	i	58.4	i	3.5	-0.3%	1.2	24.8	61	5.3%	19.9%	5.9%	14.1%
Cc1ccc(CN(C)C(=O)c2cccc(S(=O)(=O)N3CCCC3)c2)cc1	i	50.0	i	0.2	.	.	-0.7	50	0.2%[50 µM]	-0.3%	1.6%	.
S=C(NCC1CCCO1)Nc1ccc(Cl)cc1 (stereo not given)	i	30.0	i	0.7	-4.2%	1.1	-0.1	69	2.2%	6.3%	-0.1%	0.4%
COc1ccc(CN(C)CC(=O)Nc2ccccc2-c2ccccc2)c(OC)c1	i	37.4	i	0.3	-4.8%	1.1	8.8	55	-0.1%	5.2%	9.3%	6.2%
COc1ccccc1C1C(C(=O)c2cc3ccccc3o2)=C(O)C(=O)N1CCN1CCOCC1 (stereo not given)	i	61.3	i	0.6	-13.2%	1.1	-1.1	64	0.0%	11.1%	2.0%	14.5%
O=C1c2ccccc2NC(c2ccc(-c3cccc([N+](=O)[O-])c3)o2)N1O (stereo not given)	i	44.9	i	1.6	43.0%	1	-0.2	53	-0.9%	9.6%	11.7%	-4.9%
CCOCCCn1c(=N)c(C(=O)NCCN2CCOCC2)cc2c(=O)n3cccc(C)c3nc21	i	53.9	i	0.6	-2.4%	.	-1.4	84	-0.4%	21.3%	0.6%	4.0%
Cc1ccc(Cl)cc1NC(=O)CCCN1C(=O)c2cccnc2C1=O	i	29.1	i	0.2	4.2%	1.1	-1.2	55	0.5%	6.8%	3.0%	1.8%
(further entries)
SMILES	T cell modulator	T cell modulator vesicle-bound %	Myeloid diff MLP	Myeloid diff MLP GFP+ MAC1+ %	Salmonella PhoP GFP	TNAP activators	NTR1 agonist	NTR1 agonist cell count 20 µM	UTI89 phage lysis	MgcRacGAP inhibition	RSV CPE inhibition	SV40 large T antigen
COc1ccc2[nH]c3c(c2c1)CCN1C(=O)C(CC(=O)NCCN2CCOCC2)C[C@H](C(=O)N2CCCCC2)[C@@]31CCc1ccccc1 (stereo not given in full)	.	.	i	2.4	.	.	1.2	47	1.6%	7.9%	.	.
Cc1cccn2c(=O)c(/C=C(\C#N)C(=O)NCc3ccccc3)c(N3CCC(C(N)=O)CC3)nc12	i	30.1	i	0.8	-3.6%	.	1.8	44	-0.2%	4.4%	5.1%	15.6%
O=C(CN1C(=O)C2C3C=CC(C3)C2C1=O)NCc1ccco1 (stereo not given)	i	2.8	i	1.2	0.8%	1	-1.3	42	0.5%	9.6%	-1.0%	5.8%
Clc1ncccc1OCc1ccccc1	i	40.2	i	0.4	.	.	3.1	57	-0.6%	6.8%	?	9.5%
COC(=O)c1cc(-c2cccc([N+](=O)[O-])c2)c2c(=O)[nH]c(=O)n(C)c2n1	i	13.3	i	0.6	-1.6%	.	3.8	103	0.1%	-7.2%	1.3%	7.1%
COC(=O)C(C)Oc1ccc2cc(-c3ccccc3)c(=O)oc2c1 (stereo not given)	i	26.2	i	0.0	-9.7%	.	2.2	62	0.1%	7.8%	2.9%	4.4%
CCSc1nnc(NC(=O)C(Cc2ccccc2)n2cccc2)s1 (stereo not given)	i	41.4	i	1.3	-0.1%	1.1	4.3	77	0.0%	4.5%	6.6%	1.7%
COc1ccccc1OCCC(=O)OCC(=O)Nc1cc(S(=O)(=O)N2CCOCC2)ccc1Cl	i	24.9	i	0.5	2.3%	1.1	1.6	46	0.0%	4.8%	3.8%	4.0%
Cc1cc(-c2cccs2)c2c(n1)sc1c(=O)[nH]c(=O)[nH]c12	i	48.3	i	6.3	-0.1%	1.1	-0.8	44	1.4%	0.4%	3.1%	1.9%
CCc1nc2cccnc2n1-c1ccc(C(=O)O)cc1	i	44.4	i	0.6	6.8%	.	0.0	89	-0.5%[50 µM]	13.5%	2.4%	3.5%
Cc1ccc(S(=O)(=O)N(Cc2n[nH]c(=S)n2-c2ccccc2)c2ccccc2)cc1	i	20.8	i	0.3	-2.8%	.	1.5	50	-0.1%	6.9%	1.1%	16.5%
Cc1nc(SCC(=O)Nc2cccc(C(=O)O)c2)n[nH]1	i	21.0	i	1.2	-6.4%	.	1.3	54	0.3%	-0.8%	0.3%	23.6%
CC1CCc2nn(CC(=O)NCCCN3CCCC3=O)cc2C1 (stereo not given)	i	59.6	i	1.1	5.2%	1.1	6.9	50	5.0%	-1.4%	0.1%	-2.8%
O=C(C1=C[C@H](c2csc3ccccc23)C[C@H](OCc2ccc(CO)cc2)O1)N1CCOCC1	i	36.9	i	3.3	-11.0%	1.1	4.4	49	2.2%	12.0%	3.6%	7.0%
CCn1c(SCC(=O)c2cccs2)nnc1-c1cccs1	i	18.4	i	1.2	10.4%	1.1	0.1	49	0.4%	-2.6%	2.6%	8.6%
COc1ccc2c(=O)cc(-c3ccccc3F)oc2c1	i	25.0	i	0.6	-3.8%	.	1.1	47	-2.1%	5.6%	.	-0.4%
CCC(=O)Nc1cc(C(F)(F)F)ccc1N1CCCC1	i	50.5	i	0.3	-1.5%	1	-0.2	37	1.8%	-2.0%	3.1%	1.8%
Cc1ccc2nc(Cl)c(/C=C/C(=O)c3ccco3)cc2c1	i	25.5	i	0.5	1.2%	.	8.2	48	0.8%	5.2%	5.7%	16.9%
Cc1ccc(Cl)cc1N1CCN(S(=O)(=O)c2ccc3c(c2)oc(=O)n3C)CC1	i	24.7	i	0.5	23.3%	1.1	1.6	95	0.5%	9.0%	18.2%	1.5%
CCCCn1c(N)c(N(CCC(C)C)C(=O)c2cc(Cl)nc3ccccc23)c(=O)[nH]c1=O	i	35.3	i	0.6	.	.	0.3	59	0.2%[50 µM]	-0.8%	-0.7%	.
Cc1cccc(NC(=O)c2sc3ncn(CC(=O)N4CCN(c5ccccn5)CC4)c(=O)c3c2C)c1	i	60.9	i	1.5	-10.2%	.	1.7	65	0.2%	11.4%	11.6%	9.6%
COC(=O)C(CC(=O)O)NCc1ccco1 (stereo not given)	i	20.1	i	0.2	-7.6%	.	0.7	55	-0.3%[50 µM]	10.1%	2.4%	5.8%
N#CC1=C2N=C(N)c3ccccc3N2C2=C(C(=O)CCC2)C1c1ccc(Cl)cc1 (stereo not given)	i	44.9	i	1.6	21.1%	1	1.9	69	6.8%	7.1%	0.3%	7.0%
CC1C(=NO)C(C)C(c2ccc(N(C)C)cc2)NC1c1ccc(N(C)C)cc1 (stereo not given)	i	7.1	i	11.2	-8.3%	0.9	2.8	43	2.2%	5.8%	3.8%	7.3%
CCCNC(=S)N1CCC(NC(=O)c2cccc(C)c2)CC1	i	8.4	i	0.6	9.0%	.	0.3	62	0.2%	2.1%	0.9%	4.6%
